D1 ag: human D1 receptor agonism. P21728. HEK293 T-REx D1 cells, calcium flux, agonist mode. activation, % at 2 µM. actives 1% (n = 360,000); in the data active = activation above about 30%; note: 0% is about no effect
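Inducible HEK293 T-REx D1 cells, force-coupled to calcium signalling, were plated at 4000 cells/well with tetracycline and held overnight at 30 C. After no-wash calcium dye loading, compound-evoked calcium rise over 180 s flagged agonists.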
Vif-APOBEC3G blk: blocks the Vif interaction with human APOBEC3G; Q9HC16; HeLa A3G-eYFP + Vif (tagged APOBEC3G with the HIV-1 protein that degrades it), YFP fluorescence, overnight; Potency, µM (doses to about 46.1 µM), inactives show at the highest dose activity, negative = active, most hits filed as inhibitors; actives 0.076% (n = 410,000); AID 602310;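 note: potency is the fitted concentration of half-maximal effect; % is set by controls: 0 for no effect and ±100 for the full control effect; nearly all actives have a fitted effect of over 60% in size; hits raise eYFP signal because A3G escapes Vif-driven loss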
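Read-out is eYFP fluorescence (Ex 488/Em 500-530) from Vif-expressing HeLa A3G-eYFP cells; more signal means A3G escaped Vif-mediated degradation. Cells plated overnight, compound pinned in, incubated overnight at 37 deg C.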
D1 antag: blocks dopamine activation of the human D1 receptor. P21728. HEK293 TREx D1 cells, calcium flux, dopamine EC80; stronger effect = lower value. activity change, negative = inhibition, % at 10 µM. actives 3.2% (n = 360,000). AID 504652; in the data active = activity change below about -30%; note: % is set by controls: 0 for no effect and ±100 for the full control effect
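Cells carrying a force-coupled, tetracycline-inducible human D1 receptor report calcium flux. Each well gets a 10 s baseline, compound with 180 s monitoring, then an EC80 dopamine stimulus with a second 180 s kinetic read.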
RXFP1 ag: agonists of human relaxin receptor RXFP1; AID 2676; HEK293T-RXFP1 cAMP TR-FRET, 30 min; response scale: percent of porcine relaxin response, buffer zero; actives 0.3% (n = 370,000); Potency, µM (highest dose often 57.5 µM), for the others: at the highest dose activation, usual class: activators; Q9HBX9; note: potency is the fitted concentration of half-maximal effect; % is set by controls: 0 for no effect and ±100 for the full control effect; nearly all actives have a fitted effect of over 60% in size; many of its hits are not listed in these tables
Target sequence (Q9HBX9 whole entry, looked up): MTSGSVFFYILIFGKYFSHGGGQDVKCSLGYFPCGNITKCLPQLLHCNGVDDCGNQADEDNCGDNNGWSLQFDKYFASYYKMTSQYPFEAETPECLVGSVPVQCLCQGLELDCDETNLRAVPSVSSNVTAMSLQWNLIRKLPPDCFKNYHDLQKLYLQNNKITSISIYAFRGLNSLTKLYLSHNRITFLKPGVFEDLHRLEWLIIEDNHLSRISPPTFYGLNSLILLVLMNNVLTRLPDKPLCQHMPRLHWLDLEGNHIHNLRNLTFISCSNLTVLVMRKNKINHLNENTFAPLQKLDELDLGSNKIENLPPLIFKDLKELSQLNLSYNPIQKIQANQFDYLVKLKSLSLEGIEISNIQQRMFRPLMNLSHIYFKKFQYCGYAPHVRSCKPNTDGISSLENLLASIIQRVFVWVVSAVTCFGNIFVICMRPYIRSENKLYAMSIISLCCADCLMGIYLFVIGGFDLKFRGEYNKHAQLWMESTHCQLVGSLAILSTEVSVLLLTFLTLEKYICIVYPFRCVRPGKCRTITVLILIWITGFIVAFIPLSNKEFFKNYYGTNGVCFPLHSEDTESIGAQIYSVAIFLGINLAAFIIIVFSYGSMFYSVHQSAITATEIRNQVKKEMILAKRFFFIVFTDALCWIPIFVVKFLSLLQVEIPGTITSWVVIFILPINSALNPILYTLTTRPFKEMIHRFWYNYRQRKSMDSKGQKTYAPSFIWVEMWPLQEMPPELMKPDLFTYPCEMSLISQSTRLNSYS
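cAMP rise read by TR-FRET after 30 min, 37C compound exposure (up to 58 uM) in RXFP1-transfected HEK293 cells with Ro 20174 present. EC50 from Hill-equation fits, with 29 nM porcine relaxin as 100% and buffer as basal.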
RXFP1 antag: RXFP1 (human) relaxin receptor antagonism. Q9HBX9. HEK293-RXFP1, relaxin-stimulated cAMP HTRF, 30 min; stronger effect = lower value. activity change, negative = inhibition, % at 57.5 µM. actives 0.59% (n = 350,000). AID 1259400;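 active = activity change of -60% or lower, but not beyond a set lower limit; inconclusive = change between -60% and -40%, or beyond the set limit; inactive = change above -40%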; note: % is set by controls: 0 for no effect and ±100 for the full control effect
D1 potentiator: human D1 dopamine receptor positive modulation; P21728; HEK293 TREx D1 cells, calcium flux, dopamine EC20 potentiation; potentiation, % at 10 µM; actives 0.036% (n = 360,000); AID 504651; in the data active = potentiation above about 30%; note: 0% is about no effect
Glioma ERSR ind: inducers of ER stress response in human glioma cells; U87-MG GRP78 promoter luciferase reporter, 16 h; Potency, µM, inactives show at the highest dose activation, most hits filed as activators; actives 0.02% (n = 420,000); AID 602332; note: potency is the fitted concentration of half-maximal effect; series mostly up to about 76 µM; % of control where 0% means no effect; nearly all actives have a fitted effect of over 35% in size
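Stably transfected U87-MG glioma cells carrying a GRP78-based luciferase sensor; 16 h compound incubation. Luminescence end-point read 10 min after Bright-Glo addition at room temperature.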
D2 potentiator: D2 dopamine receptor (human) potentiation | P14416 | HEK293 T-REx D2, calcium flux, EC20 dopamine potentiation | potentiation, % at 10 µM | actives 0.34% (n = 340,000);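 active = potentiation over 3 SD above the plate norm, cut at about 30% in these data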; note: 0% is about no effect
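Tetracycline-induced Hek293 Trex D2 cells, force-coupled to calcium, loaded with no-wash calcium dye. Compound added with 180 s kinetic read for agonism, then EC20 dopamine and a further 180 s read for potentiation.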
Vif-A3F inh: inhibitors of Vif-A3F interaction. Potency, µM (doses to about 46.1 µM), for the others: at the top dose activity, negative = active. HeLa A3F-eYFP + Vif (tagged APOBEC3F with the HIV-1 protein that degrades it), YFP fluorescence increase. AID 602313. actives 0.2% (n = 390,000); note: potency is the fitted concentration of half-maximal effect; % of control where 0% means no effect; nearly all actives have a fitted effect of over 65% in size
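Fluorescence increase (Ex 488/Em 500-530) after overnight compound treatment at 37 deg C flags inhibition of Vif-driven A3F-eYFP loss in stable HeLa A3F-eYFP/Vif cells seeded overnight beforehand.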
Starred values were filed as active, the others as inactive; u = inconclusive; x = not tested or not shown; & = joins results of further samples. Unless noted, calls come from the whole dose curve; as a rule, active = well fitted curve in the direction sought with a large enough effect; inconclusive = small, poorly fitted or top-dose-only effect, or another doubt; inactive = no such curve, though single readings can be large; an effect the other way counts as inactive or inconclusive.

SMILES	D1 ag	Vif-APOBEC3G blk	D1 antag	RXFP1 ag	RXFP1 antag	D1 potentiator	Glioma ERSR ind	D2 potentiator	Vif-A3F inh
CCCC[C@H]1COCCS(=O)(=O)N1Cc1cccc([N+](=O)[O-])c1	-2.0	-1.1%&-2.4%	-0.5	0.4%	x	0.2	-4.3%&-2.1%	4.2	-0.8%
CC1CCc2sc(-c3n[nH]c(=S)o3)cc2C1 (configuration not stated)	3.4	1.8%	-13.7	8.5%	-2.9	-3.2	-0.7%	17.8	1.1%
Cc1nn(-c2nc3ccccc3s2)c(N)c1Sc1ccc(F)cc1	4.1	-0.7%	-3.7	1.2%	-1.7	-7.0	3.7%	1.1	-5.5%
CC(c1ccon1)N(C)Cc1cn(Cc2ccccc2)nc1-c1ccc2c(c1)OCO2 (configuration not stated)	20.6	-18.6%	4.5	-2.0%	5.0	-0.2	0.1%	6.0	8.9%
CC(=O)Nc1ccc(N(CC(=O)NC2CCCCC2)C(=O)Cn2nnc(-c3ccccc3)n2)cc1	-1.2	-2.4%	-27.5	0.5%	-9.6	-8.1	-0.6%	x	-2.4%
C[C@H](O)[C@@H]1CN2CCc3c([nH]c4ccc(-c5ccc6c(c5)OCO6)cc34)[C@@H]2C[C@@H]1N(C)C(=O)NC1CCCCC1	x	-34.5%	x	x	-5.1	x	-1.0%	x	u
COc1ccc(OC)c(Cc2nnc(CCC(=O)N3CCCCCC3)o2)c1	2.6	-4.2%	26.9	-1.3%	-1.5	0.4	5.9%	-13.3	u
Cc1cc2cc(CN(Cc3cccs3)C(c3nnnn3C(C)(C)C)C(C)C)c3nnnn3c2cc1C (configuration not stated)	1.2	2.4%	-4.6	2.8%	x	-6.0	-2.7%	-7.2	1.0%
CC(=O)c1c(C)[nH]c(C(=O)CSc2nnc(CN3CCCCCC3=O)n2-c2ccccn2)c1C	1.2	-4.0%	-5.3	-0.1%	-5.8	-0.8	-1.6%	-4.0	-1.4%
COc1ccc(CNC(=O)c2ccccc2SCC(=O)N2CCCC2)cc1OC	4.2	2.0%	8.8	-0.8%	2.1	1.1	3.7%	22.5	0.0%
COC(=O)c1c(NC(=O)Cn2nc(C(F)F)cc2C(F)F)sc(C)c1C	4.2	-1.7%	-7.9	-2.6%	-0.5	-5.3	-3.3%	13.5	-9.1%
COc1ccnc(Oc2ccccc2)c1-c1ncn[nH]1	0.2	1.0%	2.4	-1.3%	1.1	1.2	-1.1%	-5.8	2.9%
COc1ccccc1CCC(=O)Nc1nc2ccccc2[nH]1	1.2	-19.1%	-12.3	1.0%	-5.4	1.4	2.1%	x	0.0%
CC(NC(=O)Cn1nc(C(=O)O)c2ccccc2c1=O)c1ccccc1 (configuration not stated)	1.7	-0.9%	6.3	3.3%	16.2	-3.0	5.0%	-11.6	-1.0%
Cc1ccc(Cn2c(C(=O)O)c(CNC3CCCCC3)c3ccc(C)cc32)cc1	-0.4	-1.6%	8.0	1.3%	x	1.4	2.1%	1.3	-2.5%
O=C(CCc1nnc(CCCCc2ccccc2)o1)NCCN1CCCCC1=O	5.1	-1.8%	9.1	0.4%	-3.3	0.3	-0.9%	10.4	4.8%
Cc1sc(NC(=O)CSc2nnnn2C2CCCC2)c(C#N)c1C	6.7	-6.4%	-9.3	-1.8%	1.9	-0.3	-1.3%	-8.2	2.4%
CN(CC(=O)Nc1cccc(F)c1)C(=O)c1ccc(N2CCCC2)c([N+](=O)[O-])c1	4.7	1.0%	5.2	2.0%	18.2	-5.3	-1.0%	x	0.6%
O=C(CSc1nnc2ccccn12)N1CCc2ccccc21	2.3	-2.3%	-14.1	5.1%	-3.9	-2.1	-2.3%	-4.8	0.8%
O=C(Nc1ccc(S(=O)(=O)N2CCc3ccccc32)cc1)C(F)(F)F	5.0	-1.8%	6.5	0.6%	-18.0	-1.4	-4.5%	-1.9	12.1%
Cc1c(C(=O)N2CCC(c3nc4ccccc4s3)CC2)oc2ccc(Cl)cc12	12.9	0.9%	0.5	0.0%	-23.8	0.5	-1.0%	-3.3	2.2%
Cc1ccc(C(=O)NC(=S)N2CCN(c3ccccc3F)CC2)cc1	1.3	0.0%	-42.3*	0.4%	-26.1	-4.0	8.4%	4.3	5.4%
CCc1cccc(NC(=O)C2CCCN2S(=O)(=O)c2ccc3c(c2)CC(C)N3C(C)=O)c1 (configuration not stated)	4.2	5.7%	2.6	0.7%	-16.7	-4.7	-3.1%	-0.2	0.8%
CCC(=O)NC(=S)Nc1cccc(C(C)=O)c1	2.8	-0.3%	4.8	2.6%	0.7	8.8	-2.4%	4.9	7.3%
Cc1noc2ncnc(Nc3ccc(F)cc3)c12	1.8	4.3%	3.8	8.4%	7.7	-5.7	-3.0%	3.2	-2.6%
CCNC(=O)C12CCC(C)(C(=O)O1)C2(C)C (configuration not stated)	0.3	-0.9%	-15.6	-2.7%	-10.6	-2.2	-3.9%	3.8	11.1%
O=C(Cc1ccc(Br)cc1)NCCN1CCOCC1	2.5	1.7%	1.3	-0.2%	2.9	0.0	-6.1%	1.6	-5.2%
C=CCCCOc1ccc(C(=O)O)cc1	5.2	-0.3%	14.4	-0.1%	-7.2	-5.2	-2.5%	-0.1	9.0%

Four entries from above, with two lines to a compound.
Sequence of screens: D1 ag | Vif-APOBEC3G blk | D1 antag | RXFP1 ag | RXFP1 antag | D1 potentiator | Glioma ERSR ind | D2 potentiator | Vif-A3F inh
> COc1ccc(CNC(=O)c2ccccc2SCC(=O)N2CCCC2)cc1OC
  4.2 | 2.0% | 8.8 | -0.8% | 2.1 | 1.1 | 3.7% | 22.5 | 0.0%
> C[C@H](O)[C@@H]1CN2CCc3c([nH]c4ccc(-c5ccc6c(c5)OCO6)cc34)[C@@H]2C[C@@H]1N(C)C(=O)NC1CCCCC1
  x | -34.5% | x | x | -5.1 | x | -1.0% | x | u
> CCNC(=O)C12CCC(C)(C(=O)O1)C2(C)C (configuration not stated)
  0.3 | -0.9% | -15.6 | -2.7% | -10.6 | -2.2 | -3.9% | 3.8 | 11.1%
> CCCC[C@H]1COCCS(=O)(=O)N1Cc1cccc([N+](=O)[O-])c1
  -2.0 | -1.1%&-2.4% | -0.5 | 0.4% | x | 0.2 | -4.3%&-2.1% | 4.2 | -0.8%

A draw from above in order of formula weight, smallest number first:
SMILES	D1 ag	Vif-APOBEC3G blk	D1 antag	RXFP1 ag	RXFP1 antag	D1 potentiator	Glioma ERSR ind	D2 potentiator	Vif-A3F inh
CCNC(=O)C12CCC(C)(C(=O)O1)C2(C)C (configuration not stated)	0.3	-0.9%	-15.6	-2.7%	-10.6	-2.2	-3.9%	3.8	11.1%
CCC(=O)NC(=S)Nc1cccc(C(C)=O)c1	2.8	-0.3%	4.8	2.6%	0.7	8.8	-2.4%	4.9	7.3%
CC1CCc2sc(-c3n[nH]c(=S)o3)cc2C1 (configuration not stated)	3.4	1.8%	-13.7	8.5%	-2.9	-3.2	-0.7%	17.8	1.1%
COc1ccccc1CCC(=O)Nc1nc2ccccc2[nH]1	1.2	-19.1%	-12.3	1.0%	-5.4	1.4	2.1%	x	0.0%
CC(c1ccon1)N(C)Cc1cn(Cc2ccccc2)nc1-c1ccc2c(c1)OCO2 (configuration not stated)	20.6	-18.6%	4.5	-2.0%	5.0	-0.2	0.1%	6.0	8.9%

Screening data as filed in PubChem BioAssay.

Some of the compounds tested. The share of hits here may be higher or lower than overall.
